FLuc counter = inhibits or activates purified firefly luciferase, miR-21 counter-screen; P08659; purified FLuc, Km substrates, luminescence inhibition; Potency, µM (series often up to 57.5 µM), for inactives: top-dose activity change, negative = inhibition, hits mostly inhibitors; 360,000 compounds, 6.9% hits; AID 588342; active = well fitted inhibition curve with a large enough effect; inconclusive = small, poorly fitted or top-dose-only effect;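 also: plate controls were vehicle for no effect and reference inhibitor for full effect; nearly all actives have a fitted effect of over 55% in size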
Target sequence (P08659 whole entry, looked up): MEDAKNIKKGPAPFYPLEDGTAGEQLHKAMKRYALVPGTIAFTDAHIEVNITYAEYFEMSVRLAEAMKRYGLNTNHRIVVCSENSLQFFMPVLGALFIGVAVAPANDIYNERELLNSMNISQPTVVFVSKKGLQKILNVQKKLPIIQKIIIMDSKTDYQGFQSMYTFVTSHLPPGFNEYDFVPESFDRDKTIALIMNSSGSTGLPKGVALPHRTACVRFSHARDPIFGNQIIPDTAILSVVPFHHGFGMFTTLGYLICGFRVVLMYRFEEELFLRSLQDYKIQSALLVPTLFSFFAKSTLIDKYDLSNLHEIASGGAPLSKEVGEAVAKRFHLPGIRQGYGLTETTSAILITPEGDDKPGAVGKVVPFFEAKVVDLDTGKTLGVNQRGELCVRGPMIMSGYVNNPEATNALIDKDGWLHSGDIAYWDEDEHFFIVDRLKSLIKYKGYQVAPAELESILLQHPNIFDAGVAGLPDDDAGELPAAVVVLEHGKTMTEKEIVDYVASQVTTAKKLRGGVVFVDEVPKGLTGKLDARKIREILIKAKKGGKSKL
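Purified P. pyralis luciferase, 10 nM final, with Km-level 10 uM D-luciferin and 10 uM ATP in 50 mM Tris acetate pH 7.5, 10 mM Mg acetate, 0.01% Tween-20, 0.05% BSA; 6-point qHTS titration about 60 µM downward; luminescence read.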
* marks the source's active call; other numbers are inactive results; ? = inconclusive. Potency is read from the fitted curve at half-maximal effect.

SMILES	FLuc counter
CCC(C)Sc1c(C(C)C)cnc2c1c(=O)n(C)c(=O)n2C (centres undefined)	-8%
Cc1ccc(NC(=O)Cn2c(=O)n(-c3ccccc3)c(=O)c3ccc(C(=O)NCc4ccc5c(c4)OCO5)cc32)c(C)c1	0%
O=C(NC1CCCCC1)c1ccc2c(c1)N(Cc1cccc(Cl)c1)C(=O)c1ccccc1S2(=O)=O	-2%
CCc1ccc(NC(=O)Cn2c(=O)n(-c3cccc(OC)c3)c(=O)c3c(C)c(C(=O)N(C)C)sc32)cc1	2%
Cc1ccc2sc(N3CCN(C(=O)CCS(=O)(=O)c4ccc(Cl)cc4)CC3)nc2c1C	1%
CC(=O)C1=C(c2ccc(C)cc2)N(C(C)=O)n2c(nnc2C2CCCCC2)S1	3%
O=C(Nc1ccc(Cl)cc1)C(NS(=O)(=O)c1cccs1)c1ccccc1 (centres undefined)	?
CCOc1ccccc1NC(=O)NCc1ccc2c(c1)CCN2C(=O)c1ccccc1	-15%
O=C(CCNS(=O)(=O)c1ccc2c(c1)CCN2C(=O)C1CC1)Nc1ccc(Cl)cc1	-13%
COc1ccccc1-c1cc(C(=O)Nc2cc(OC)c(OC)c(OC)c2)no1	-19%
O=C(NCCCc1nc2ccccc2n1Cc1ccccc1)C1CCCCC1	-13%
O=C(Nc1ccc2oc(-c3ccc4ccccc4c3)nc2c1)c1cccc(Cl)c1Cl	?
Cc1cc(C)cc(OCC(=O)Nc2nc(-c3ccc(F)cc3)ns2)c1	-14%
Cc1nn(S(=O)(=O)c2ccc(F)cc2)c(C)c1S(=O)(=O)N1CCCCCC1	1%
CCOC(=O)Cn1c(=O)n(C2CCCCC2)c2nc(-c3cccc(C)c3)nc(C(N)=O)c21	0%
O=C(NCc1cccn1Cc1ccccc1)Nc1ccc(Br)cc1F	-1%
CCc1ccccc1NC(=O)c1ccc2c(O)c(S(=O)(=O)c3ccccc3)c(=O)[nH]c2c1	?
COCCN1Cc2cccc(C(=O)Nc3ccc(C(=O)OC)cc3)c2C1=O	-8%
COc1ccc(NC(=O)CCn2c(=O)c3cccn3c3cccnc32)cc1Cl	2%
Cc1ccc(S(=O)(=O)c2nc(-c3cccs3)oc2SC(C)C)cc1	-4%
Cc1cccc(OCCSc2nnc(-c3cccs3)o2)c1	-17%
Cc1ccccc1Nc1c(-c2ccc(Cl)cc2)nc2c(C)cccn12	0%
Cc1ccccc1OCc1cc(=O)n2c(-c3ccccc3)csc2n1	?
Cc1ccc(NC(=O)CCn2cccn2)cc1Cl	-7%
CCOC(=O)Cn1c(=O)n(CC2CCCO2)c2nc(-c3c(F)cccc3Cl)nc(C(N)=O)c21 (centres undefined)	4%
Cc1nc2sccn2c(=O)c1S(=O)(=O)Nc1cc(Cl)ccc1O	-2%
CC(=O)Nc1ccc(NC(=O)CCC(=O)c2ccc(C)cc2)cc1	-3%
COc1cc2oc(=O)c(CC(=O)NCCc3ccccc3F)c(C)c2cc1OC	2%
COc1ccc(S(=O)(=O)NCCc2cn3ccsc3n2)cc1OC	-2%
CC1CCCN(c2nc3c(S(=O)(=O)c4ccc(C(C)C)cc4)nnn3c3ccsc23)C1 (centres undefined)	5%
COc1ccc(CC(=O)NCc2nc3cccnc3n2Cc2ccccc2)cc1	-4%
CCCN(CCC)CCNC(=O)CN1C(=O)COc2ccc(S(=O)(=O)N3CCC(C)CC3)cc21	-2%
CCOC(=O)C1=C(C)NC(=O)NC1c1cn(-c2ccccc2)nc1-c1ccc(OC(C)C)cc1 (centres undefined)	?
CCn1cc2nc(SCC(=O)Nc3ccc(OC)c(Cl)c3)n(Cc3ccc(OC)cc3)c(=O)c2n1	-9%
O=S(=O)(NCc1nc2cccnc2n1Cc1ccccc1)c1ccc2c(c1)CCCC2	0%
O=C(NCCc1ccc(Cl)cc1)c1ccc2c(c1)N(Cc1ccc(F)cc1Cl)C(=O)CS2	-2%
CCOC(=O)c1c(S(=O)(=O)N2CCCC(C(=O)N3CCN(c4ccccc4)CC3)C2)c(C)n(C)c1C (centres undefined)	-10%
COCCSc1nc2c([nH]c3ccccc32)c(=O)n1-c1ccc(OC)c(OC)c1	4%
O=C(/C=C\c1ccc2c(c1)OCO2)NC1CC(=O)N(c2ccc(Cl)cc2)C1 (centres undefined)	4%
Cc1ccc(C)c(NC(=O)C(=O)NCCc2csc(-c3ccc(C(F)(F)F)cc3)n2)c1	3%
O=C(CCCN1C(=O)C(c2ccccc2)Oc2cccnc21)Nc1ccc(Br)cc1F (centres undefined)	2%
Cc1ccccc1Cn1c(=O)n(Cc2ccc3c(c2)OCO3)c(=O)c2oc3ccccc3c21	-2%
Cn1cnnc1SCC(=O)Nc1cc(C(=O)O)cc(C(=O)O)c1	-3%
CC1CCN(CC2CCN(C(=O)NCc3ccc(F)cc3)CC2)CC1	0%
Cc1cccc(N(CC(=O)N(C)Cc2ccccc2)S(=O)(=O)c2ccccc2)c1C	2%
CC(=O)c1ccc(NC(=O)CN(C)S(=O)(=O)c2cccc3nsnc23)cc1	-3%
CC(C)CC(NC(=O)C1CCC(C)CC1)C(=O)OCC(=O)c1ccc(Cl)cc1 (centres undefined)	-9%
COc1ccc(C(=O)Nc2cc(C(C)C)c(O)c(S(=O)(=O)c3ccc(Cl)cc3)c2C)cc1	?
O=C(Cc1ccc(-c2ccccc2)cc1)NCCS(=O)(=O)N1CCN(c2ccccc2F)CC1	3%
COc1ccc(NC(=O)c2c(-c3ccc(C)cc3)nnc3ccccc23)cc1Cl	-7%

(next part)
SMILES	FLuc counter
COC(=O)c1c(NC(=O)COc2ccc(OC)cc2)sc2c1CCC(C)C2 (centres undefined)	-3%
Cn1c(=O)c2c(nc(SCC(=O)Nc3ccc(F)cc3)n2Cc2ccccc2)n(C)c1=O	1%
O=S(=O)(c1ccc(Cl)cc1)c1nnn2c1nc(NCc1ccccc1)c1sccc12	5%
COc1ccc(CC(=O)N2CC(=O)Nc3ccc(Br)cc3C2c2ccc(F)cc2)cc1OC (centres undefined)	1%
COc1ccc(-n2nc(C(=O)Nc3cc(C)c(Cl)cc3OC)c3c4ccccc4n(C)c3c2=O)cc1	3%
COc1ccc(OC)c(CNC(=O)Cc2ccc(NC(=O)N3CCCCc4ccccc43)cc2)c1	?
COc1ccc(CNC(=O)c2cc3c(=O)n(C)c4ccccc4c3n2C)cc1	-1%
O=C(Nc1cccc(Cl)c1)Nc1ccccc1OCc1cc(=O)n2ccccc2n1	?
COc1ccc(CNC(=O)c2cnc3sc(N4CCCCCC4)nn3c2=O)cc1	3%
Cc1nnc(N2CCN(c3ccccc3F)CC2)c2c1nnn2Cc1ccccc1Cl	0%
O=C(CCC(=O)N1Cc2ccccc2Oc2ncccc21)Nc1ccc(Cl)cc1	-15%
Cc1cccc(C)c1NC(=O)C(=O)NCC(c1ccc2c(c1)OCO2)N1CCN(C)CC1 (centres undefined)	0%
CCOc1cc(C2c3c(-c4ccccc4O)n[nH]c3C(=O)N2CCc2ccccc2)ccc1O (centres undefined)	-7%
COc1ccc(-c2cc(C(=O)O)n(Cc3ccccc3)n2)cc1	?
CCn1c2c(c(=O)n3ncc(C(=O)N4CCN(c5ccccc5)CC4)c13)CN(Cc1ccc(OC)cc1)CC2	-2%
Cc1ccccc1NC(=O)c1c(NC(=O)C(F)(F)F)sc2c1CCCCC2	11µM*
COc1cccc(/C=C/c2nc(C#N)c(NCCc3ccc(OC)c(OC)c3)o2)c1	1%
Cc1cccc(N(C)C(=O)Cn2cnc3nc4c(cc3c2=O)CCCC4)c1	-4%
CC(=O)c1cccc(NC(=O)c2sc3nc4c(cc3c2N)CCCC4)c1	0.54µM*
CCN(Cc1ccccc1)C(=O)CCS(=O)(=O)c1cc(Br)cc2c1N(C(=O)C1CC1)CC2	-2%

Reformatted field by field: entries from further up
> CCOc1cc(C2c3c(-c4ccccc4O)n[nH]c3C(=O)N2CCc2ccccc2)ccc1O (centres undefined)
  FLuc counter: -7%

> Cc1cccc(N(C)C(=O)Cn2cnc3nc4c(cc3c2=O)CCCC4)c1
  FLuc counter: -4%

> CCn1c2c(c(=O)n3ncc(C(=O)N4CCN(c5ccccc5)CC4)c13)CN(Cc1ccc(OC)cc1)CC2
  FLuc counter: -2%

> Cc1ccccc1NC(=O)c1c(NC(=O)C(F)(F)F)sc2c1CCCCC2
  FLuc counter: 11µM*

Additional records follow.
SMILES	FLuc counter
COc1cc(NC(=O)CC2C(=O)N(c3cccc(C)c3)C(=O)N2Cc2ccc(F)cc2)cc(OC)c1 (centres undefined)	5%
CC(C)Oc1ccc(CNC(=O)C2CCN(c3nc4ccccc4n(C)c3=O)CC2)cc1	2%
CC(Oc1ccccc1)C(=O)OCc1cc(=O)n2nc(C(C)C)sc2n1 (centres undefined)	-5%
COc1ccc(CCC(=O)NCCc2csc(-c3ccc(F)cc3)n2)cc1	-11%
COc1ccccc1N1CCN(C(=O)Nc2cn(CC(C)C)c(=O)c3ccccc23)CC1	0%
Cc1ccc(C)c(NC(=O)CSc2nnc3[nH]c(=O)cc(-c4ccccc4)n23)c1	0.95µM*
CCOc1cc(C(=O)Nc2ccc3oc(-c4ccc(F)cc4Cl)nc3c2)cc(OCC)c1OCC	?
COc1cccc(NC(=O)CCc2nnc3n(Cc4ccccc4Cl)c(=O)c4ccccc4n23)c1	-2%
Cc1nn(CC(=O)N2CCN(c3cccc(C(F)(F)F)c3)CC2)c(=O)c2cc3sccc3n12	-8%
COc1ccc(CNc2ncnc3onc(C)c23)cc1	-6%
COCCCNC(=O)Cn1c(=O)n(Cc2ccc(C(=O)NCc3ccc(C)cc3)cc2)c(=O)c2ccccc21	5%
COc1ccc(-c2nc(SCC(=O)Nc3c(C)cc(C)cc3C)n[nH]2)cc1	15µM*
Cc1ccccc1CS(=O)(=O)c1ncc(Cl)c(C(=O)Nc2nnc(C(C)C)s2)n1	?
CCOc1ccc2nc(N3CCN(C(=O)C(C)C)CC3)sc2c1	?
CCOc1ccc(NS(=O)(=O)c2ccc3c(c2)NC(=O)CCS3)cc1	-9%
Cc1ccc(Nc2c(-c3ccco3)nc3ccc(C)cn23)cc1	-7%
COc1ccc(Cl)cc1C(=O)NCC(c1ccc(N(C)C)cc1)N1CCCC1 (centres undefined)	-1%
Cc1ccc(Cn2ccnc2SCC(=O)Nc2ccc3c(c2)OCO3)cc1	-14%
CCc1ccc(N2C(=O)CSC23C(=O)N(Cc2cccc(F)c2)c2ccccc23)cc1 (centres undefined)	0%
Cc1ccc(OCC(=O)Nc2ccc3nc(SCc4ccccc4)sc3c2)cc1	-3%
Cc1ccc(Cl)cc1NC(=O)c1oc2ccc(S(=O)(=O)N(C)C3CCCCC3)cc2c1C	-4%
CCCc1cc(=O)[nH]c(SCc2nc(-c3ccc(C)cc3)no2)n1	-18%
CC(=O)N1c2ccccc2CC1C(=O)N1CCN(c2ccccc2F)CC1 (centres undefined)	-5%
COc1cc(NC(=O)CCc2c(C)n(C)c3cc(-c4ccccc4C)nn3c2=O)cc(OC)c1OC	-1%
COc1ccc2c(C)c(CC(=O)NCCc3ccc(Cl)cc3)c(=O)oc2c1C	2%
COc1ccc(NC(=O)CN2C(=O)C3(SCC(=O)N3c3ccccc3)c3ccccc32)cc1Cl (centres undefined)	?
O=C(NCCOCCn1c(=O)oc2ccccc21)Nc1ccc(F)cc1	3%
COc1cc(CN(CC2CCCO2)C(=O)c2ccccc2F)cc(OC)c1OC (centres undefined)	0%
CCc1ccccc1Nc1cc(C(=O)NC2CCC(C)CC2)c2ccccc2n1 (centres undefined)	5%
c1ccc(CN2CCN(c3ncnc4c3cnn4-c3ccccc3)CC2)cc1	?

By substructure: the entries above containing bromine.
SMILES	FLuc counter
O=C(NCc1cccn1Cc1ccccc1)Nc1ccc(Br)cc1F	-1%
O=C(CCCN1C(=O)C(c2ccccc2)Oc2cccnc21)Nc1ccc(Br)cc1F (centres undefined)	2%
COc1ccc(CC(=O)N2CC(=O)Nc3ccc(Br)cc3C2c2ccc(F)cc2)cc1OC (centres undefined)	1%
CCN(Cc1ccccc1)C(=O)CCS(=O)(=O)c1cc(Br)cc2c1N(C(=O)C1CC1)CC2	-2%

Additional compounds:
SMILES	FLuc counter
Cc1ccc(NC(=O)CN2C(=O)C(c3ccc(F)cc3)=NC2(C)C)c(C)c1	3%
Cc1ccc(NC(=O)C2Cc3ccccc3N2C(=O)c2ccccc2)cc1Cl (centres undefined)	-1%
Cc1cc(C)c(NC(=O)Cn2c(=O)n(CCC(=O)NCc3ccccc3Cl)c(=O)c3sccc32)c(C)c1	5%
CCOC(=O)c1ccc(NC(=O)Nc2cc3c(cc2N2CCCCC2)n(CC)c(=O)n3CC)cc1	-1%
Cc1cccc(N2CCN(C(=O)Cn3nc(C)c4sc5ccccc5c4c3=O)CC2C)c1 (centres undefined)	0%
COc1ccc(C)c2sc(N3CCN(C(=O)c4cccc(F)c4)CC3)nc12	1%

An excerpt; rates above refer to the full screens.
